# S2 tox: viability counter-screen for ATXN expression inhibitors | S2 cells (HEK-293 line with an ATXN2-luciferase reporter) viability, CellTiter-Fluor protease fluorescence, 24 h | Potency, µM (titrated, usually from 56.7 µM), hits mostly cytotoxic | hit rate 0.49% among 400,000 | AID 651635; also: potency is read from the fitted curve at half-maximal effect; nearly all actives have a fitted effect of over 40% in size
# Akt phos inh: blocks phosphorylation of Akt; Neuro2A IGF-stimulated pAkt S473 HTRF, 20 min; active compounds read low; activity change, % for hits at 50 µM; hit rate 0.32% among 360,000; in the data active = activity change below about -80%; inconclusive = mostly about -51% to -80%; also: % is scaled to controls: 0 for no effect and ±100 for the full control effect
#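 Single-point screen (50 µM final compound) in Neuro2A cells stimulated 20 min with 6 nM IGF at 37 deg C. After lysis, Ser473-phosphorylated Akt read by HTRF (ex 330 nm, em 615/665 nm) as the 665/615 ratio.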
# TGFb inhibitor: inhibitors of TGF-b signaling. HepG2 CAGA-GFP TGF-b/SMAD3 reporter, GFP fluorescence, 18 h; TGF-beta stimulated, 500 pg/mL final. Potency, µM (highest dose often 46.1 µM), for inactives: at the top dose activity, negative = inhibition, actives largely listed as inhibitors. hit rate 1.2% among 410,000; also: potency is read from the fitted curve at half-maximal effect; % is scaled to controls: 0 for no effect and ±100 for the full control effect; nearly all actives have a fitted effect of over 65% in size
#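 GFP signal (ex488/em500-530) from TGF-beta-stimulated HEPG2 CAGA-GFP cells, 500 pg/mL final, 18 h at 37 degrees C in DMEM plus 1% FBS, normalized to unstimulated and DMSO-stimulated controls.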
# HepG2 viability: HepG2 cytotoxicity, counter-screen for TGF-b inhibitors; HepG2 CAGA-GFP viability, ATP luminescence, 18 h; Potency, µM (top dose mostly 46.1 µM), for the others: at the top dose activity change, negative = cytotoxicity, most hits filed as cytotoxic; hit rate 0.76% among 410,000; also: potency is read from the fitted curve at half-maximal effect; some results filed as inactive show a strong effect at the top dose
#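 CellTiter-Glo luminescence gave cytotoxicity after 18 hours at 37 degrees C. The cells were HepG2 CAGA-GFP in 1% FBS DMEM, stimulated with 500 pg/mL TGF-beta after compound addition. %Activity was normalised to no-cell wells (complete cell-killing) and DMSO (no toxicity), and curves were fitted and classified.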
# Nrf2 ARE act: activates Nrf2 signaling; AREc32 ARE-luciferase reporter (MCF7-derived line), luminescence, 24 h; Potency, µM (highest dose often 46.1 µM), for inactives: top-dose activation, usual class: activators; hit rate 0.31% among 410,000; AID 624171; also: potency is read from the fitted curve at half-maximal effect; % of control where 0% means no effect; nearly all actives have a fitted effect of over 65% in size
#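 Reporter line AREc32 (ARE-Fluc), seeded overnight in OPTI-MEM with 5% FBS; compound pin-transferred, 24 hr at 37 deg C, 5% CO2; luminescent read-out.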
# A549 tox: counter-screen for Nrf2 inhibitors: cytotoxicity in A549 cells; A549 ARE-Fluc cells, CellTiter-Fluor viability, 18-24 h; Potency, µM (doses to about 46 µM), for inactives: at the highest dose activity change, negative = cytotoxicity, most hits filed as inhibitors; hit rate 0.16% among 390,000; AID 504648; also: potency is read from the fitted curve at half-maximal effect; % is scaled to controls: 0 for no effect and ±100 for the full control effect
#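 A549 ARE_Fluc cells in 5% FBS OPTI-MEM were exposed to compounds in concentration-response for 18-24 h at 37 deg C. Viability was read by CellTiter-Fluor fluorescence (Ex 405/Em 525) after 30 min, before the luciferase read.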
# CCT modulator: modulators of cytosolic chaperonin (CCT/TRiC) activity. purified chaperonin ATPase assay, HTRF ADP detection, 30 min. activity change, % (no concentration beside the values), hits read low. hit rate 0.3% among 360,000. AID 651819; in the data active = activity change below about -30%; also: % is scaled to controls: 0 for no effect and ±100 for the full control effect
#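 First, chaperonin was dispensed at 40 nM or 20 nM final depending on batch activity. Next, compounds were pinned at 76 uM and ATP added at 10 uM. After 30 min at 37 °C, ADP detection reagents ran 30 min at ambient temperature.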
# Mm-Cpn inhibitor: inhibitors of Methanococcus maripaludis chaperonin (MmCpn); purified Mm-Cpn ATPase, ADP Transcreener TR-FRET; AID 504842; hit rate 0.031% among 330,000; Potency, µM (titrated, usually from 76.9 µM), for inactives: at the highest dose activity, negative = inhibition, actives largely listed as inhibitors; also: potency is read from the fitted curve at half-maximal effect; % is scaled to controls: 0 for no effect and ±100 for the full control effect; nearly all actives have a fitted effect of over 80% in size
#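 TR-FRET (320 nm excitation; 590 and 665 nm emission) reports ADP made from 10 uM ATP by 25 nM enzyme; compounds were preincubated 10 min, reaction run 30 min, both at 37°C.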
# Nrf2 block: blocks Nrf2 signaling; A549 ARE-Fluc reporter, luciferase luminescence, 18-24 h; Potency, µM (highest dose often 46 µM), for the others: at the highest dose activity change, negative = inhibition, actives largely listed as inhibitors; hit rate 2.1% among 360,000; AID 504444; also: potency is read from the fitted curve at half-maximal effect; % is scaled to controls: 0 for no effect and ±100 for the full control effect; nearly all actives have a fitted effect of over 60% in size
#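 Cells were seeded and rested 2 h, then exposed to compounds for 18-24 h. CellTiter-Fluor was read first as a viability measure. BugLite was added 15 min before the final luminescent read of ARE-luciferase activity in A549 cells.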
# * marks the source's active call; other numbers are inactive results; i = inactive; ? = inconclusive; / = no result given; & = joins results of further samples; [ ] = dose if it differs, or a comment. Unless noted, calls follow the shape of the dose curve; as a rule, active = well fitted curve in the direction sought with a large enough effect; inconclusive = small, poorly fitted or top-dose-only effect, or another doubt; inactive = no such curve, though single readings can be large; an effect the other way counts as inactive or inconclusive. Only part of the results is shown; rates above refer to the full screens.
# Results follow in this order: CCT modulator | Mm-Cpn inhibitor | A549 tox | Nrf2 ARE act | Nrf2 block | TGFb inhibitor | HepG2 viability | Akt phos inh | S2 tox
NS(=O)(=O)c1ccc(CCNc2nn3c(-c4ccc(F)c(Cl)c4)cnc3s2)cc1
  -2.7 | / | / | 3.5%[9.22 µM] | / | -2% | -40% | i | ?
N#CC1=C(N)Oc2c(c(=O)oc3ccccc23)C1c1ccc([N+](=O)[O-])o1 (configuration not stated)
  1.3 | -8% | -6% | 15% | -2% | 11% | 6% | i | /
NS(=O)(=O)c1cc(C2(O)NC(=O)c3ccccc32)ccc1Cl (configuration not stated)
  -2.2 | -3%[15.4 µM] | -1% | 0.5% | -20% | 8% | 4% | i | i
O=C(Nc1cccc(C(F)(F)F)c1)OC1CN2CCC1CC2 (configuration not stated)
  1.9 | 2% | 5% | 0.5% | 5% | 2% | -16% | i | i
CCOc1ccc([N+](=O)[O-])cc1CNCCc1ccccc1
  -0.3 | 2% | 5% | 0.6% | 11% | -1% | -16% | i | i
C[C@H]1COC(=O)[C@H](Cc2ccc(F)cc2)CC/C=C/C[C@@H](CC(=O)N(CCO)Cc2ccccc2)C(=O)N1
  -0.1 | -3% | -4% | 1.2% | -6% | ? | -26% | i | ?
CN(C)c1ccc(C=C2C(=O)NC(=S)NC2=O)cc1
  0.1 | / | -3% | 0.1% | -22% | -6%&9% | -24%&1% | i | /
O=c1c2ccccc2ccc2ccc(P(=O)(O)O)cc12
  / | -14% | -3% | 0.4% | 10% | ? | -1% | / | i
COC(=O)C1=C(c2ccccc2OCc2ccccc2)C[C@@H]2CC[C@H]1N2C(=O)NCCc1ccc(F)cc1
  -9.4 | 1% | ? | 0.2% | ? | ? | -3% | i | ?
O=S(=O)(c1ccc(Cl)cc1)c1ccc(Cl)cc1
  0.3 | 2% | 1% | -0.2% | ? | 1% | 8% | i | i
COC(=O)C1=C(c2c(C)noc2C)C[C@@H]2CC[C@H]1N2C(=O)NCc1ccco1
  0.2 | 2% | -6% | 0.0% | 4% | 2% | 7% | i | i
CCCCn1c(O)c(C=NCCN2CCCCC2)c(=O)[nH]c1=O
  0.4 | 1% | -8% | -0.6% | -14% | 5% | -1% | i | i
COc1ccc(C2/C=C\CN(C(=O)Oc3ccc(C(F)(F)F)cc3)CC(=O)N2Cc2ccc(F)cc2)cc1 (configuration not stated)
  -3.3 | 2% | ? | 5.9% | ? | ? | -32%&-20% | i | i
Cc1cccc(OCCCn2c(=O)oc3ccccc32)c1
  1.5 | -2% | -3% | 2.8% | ? | 0% | -47% | i | i
CC1=CC(O)C(O)C2(C)C1CC1OC(=O)CC3C(C)C(O)C(=O)C2C13CO (configuration not stated)
  1.0 | / | ? | -1.9% | 2.1µM* | ? | -28% | i | i
CNC(C(=O)c1ccccc1)C(OC)c1cccc([N+](=O)[O-])c1 (configuration not stated)
  0.0 | 0% | 6% | -0.5% | 5% | -14% | 14% | i | i
Cc1c(C=C2C(=O)N(C)C(=O)N(C)C2=O)c(=O)n(-c2ccccc2)n1C
  0.9 | 0% | 1% | 0.3% | 7% | 2% | 13% | i | i
O=C1CC(c2cccnc2)=NN1c1ccc(Cl)cc1Cl
  -0.9 | -4% | 5% | 0.8% | 7% | -3% | -4% | i | i
O=c1c2ccccc2nc(Cc2ccccc2)n1-c1ccccc1O
  -1.3 | -7% | -3% | 2.0% | -3% | -11% | -14% | i | i
O=c1[nH]c(CN2CC=C(c3ccccc3)CC2)nc2scc(-c3ccccc3)c12
  0.9 | -4% | 6% | 0.1% | 19% | -20% | 5% | i | i

# Of the compounds above, these have a nitro group on carbon:
# Results follow in this order: CCT modulator | Mm-Cpn inhibitor | A549 tox | Nrf2 ARE act | Nrf2 block | TGFb inhibitor | HepG2 viability | Akt phos inh | S2 tox
N#CC1=C(N)Oc2c(c(=O)oc3ccccc23)C1c1ccc([N+](=O)[O-])o1 (configuration not stated)
  1.3 | -8% | -6% | 15% | -2% | 11% | 6% | i | /
CCOc1ccc([N+](=O)[O-])cc1CNCCc1ccccc1
  -0.3 | 2% | 5% | 0.6% | 11% | -1% | -16% | i | i
CNC(C(=O)c1ccccc1)C(OC)c1cccc([N+](=O)[O-])c1 (configuration not stated)
  0.0 | 0% | 6% | -0.5% | 5% | -14% | 14% | i | i

# (further entries)
# Results follow in this order: CCT modulator | Mm-Cpn inhibitor | A549 tox | Nrf2 ARE act | Nrf2 block | TGFb inhibitor | HepG2 viability | Akt phos inh | S2 tox
O=C(N/N=C1/CN2CCC1CC2)c1cccc(O)c1
  -0.5 | -1% | 0% | 0.5% | -5% | 1% | -2% | i | i
C/C(=N\N1CCCCCC1)c1c(O)n(-c2ccc(Cl)cc2)c(=O)[nH]c1=O
  1.1 | 5% | 1% | -1.1% | -13% | 0% | -21% | i | i
O=c1[nH]c(=S)[nH]c(O)c1C(c1ccccn1)c1c(O)[nH]c(=S)[nH]c1=O
  2.1 | 2% | 0% | 0.0% | -18% | -7% | -3% | i | i
O=P(NC(c1ccccc1)c1ccccc1)(Oc1ccccc1)Oc1ccccc1
  1.8 | 2% | 0% | 0.4% | 13% | 17% | -5% | i | i
CCN1CCN(Cc2ccc(OC(F)(F)F)cc2)CC1
  -0.4 | -2% | -2% | 3.0% | / | 0% | -1% | i | i
C/C(=N\NC(N)=S)C12CC3CC(CC(C3)C1)C2
  -2.0 | -2% | ? | 3.3% | 29% | 11µM* | -7% | i | 16µM*
N=c1c[n+](CC23CC4CC(CC(C4)C2)C3)[n-]o1
  -3.7 | 1% | -6% | -0.2% | / | -12% | -11% | i | i
CCC(=Nc1ccc(OC)cc1OC)c1c(O)n(C)c(=O)n(C)c1=O
  -0.3 | -1% | -6% | 2.5% | ? | -8% | -18% | i | i
CS(=O)(=O)NCc1nnc2n1-c1ccc(Cl)cc1C(c1ccccc1)=NC2
  0.3 | 0% | 8% | -1.1% | 15% | 12% | -3% | i | i
COc1ccc(CN2CCN(C(=O)Cc3ccccc3)CC2)cc1OC
  -0.4 | / | / | 0.0% | / | 3% | 2% | i | i
O=C(CSc1nc2ccccc2c(=O)[nH]1)NCc1ccc(Cl)cc1
  -2.3 | -7% | -3% | 0.4% | ? | 0% | 21% | ? | i
ClC(Cl)(Cl)c1ccccc1
  0.2 | -2% | -1% | 0.3% | -3% | 5% | -12% | / | i
Cc1[nH]nc2ccc(-c3cncc(OC[C@@H](N)Cc4c[nH]c5ccccc45)c3)cc12
  -4.9 | / | ? | -3.3% | 5.2µM* | 1µM* | -87% | i | /
Cc1cc(=O)oc2cc3c(cc12)CCCN3
  0.0 | -9% | ? | 11% | 6% | 14% | -4% | i | /
c1ccc2c(c1)[nH]c1cnccc12
  -3.0 | -1% | -7% | -0.7% | -11% | -2% | -11% | i | i
O=C(COC(=O)Cc1ccccc1)NNC(=O)c1ccc([N+](=O)[O-])cc1
  -1.7 | 0% | -6% | -1.1% | 1% | 0% | -73% | i | i
COC(=O)C1=C(c2ccc(OCc3ccccc3)cc2)C[C@@H]2CC[C@H]1N2C(=O)NCc1ccc(F)cc1
  -2.1 | / | / | 3.3% | / | ? | -26% | i | i
O=c1cccc2n1CC1CC2CN(Cc2c(Cl)cccc2Cl)C1 (configuration not stated)
  -1.9 | 1% | -7% | -0.8% | ? | 0% | 2% | i | i
CC(C)(C)c1ccc(S(=O)(=O)N2CC3CC(C2)c2cccc(=O)n2C3)cc1 (configuration not stated)
  -8.0 | 0% | -4% | 0.1% | -2% | 28% | -15% | i | i
Fc1ccc(N2CCN(Cc3ccc4c(c3)OCO4)CC2)cc1
  -0.6 | 2% | -2% | -0.9% | -10% | -5% | 0% | i | i

# The list continues.
# Results follow in this order: CCT modulator | Mm-Cpn inhibitor | A549 tox | Nrf2 ARE act | Nrf2 block | TGFb inhibitor | HepG2 viability | Akt phos inh | S2 tox
COC(=O)CC1=C(C(=O)OC)C2(C(=O)Nc3c(C)cccc32)C(C#N)=C(N)O1 (configuration not stated)
  0.7 | -6% | -19% | 2.9% | -5% | -16% | -4% | i | i
COC(=O)C1=C(c2ccc(C(C)=O)cc2)C[C@@H]2CC[C@H]1N2C(=O)NCCO
  -0.5 | -24% | 0% | -0.5% | -6% | -1% | 2% | i | i
COc1ccc(NC(c2ccccc2)P(=O)(Oc2ccccc2)Oc2ccccc2)cc1 (configuration not stated)
  -0.9 | 0% | -2% | 0.2% | -27% | -29% | 1% | i | i
c1cc2n(c1)-c1c(ccc3c1OCO3)CNC2c1ccc2c(c1)OCO2 (configuration not stated)
  -1.4 | 5% | 7% | 4.8% | / | -4% | -14% | i | i
CCOC(=O)c1nc2ccccc2c(=O)n1-c1ccc(C)cc1
  0.5 | -1% | -1% | -0.3% | / | ? | 2% | i | i
O=[N+]([O-])NC1=NCCN1Cc1ccc(Cl)nc1
  -1.9 | -1% | -4% | -1.5% | -14% | 0% | -6% | i | i
c1cc2c(cc1[C@H]1OC[C@H]3[C@@H]1CO[C@H]3c1ccc3c(c1)OCO3)OCO2
  -0.9 | 1% | 3% | 5.0% | ? | -14% | -27% | i | i
C=Cc1cc(OC)c2c(c1)c(=O)oc1c2cc(OC)c2c(O)ccc(C3OC(C)C(O)C(C)(O)C3O)c21 (configuration not stated)
  0.2 | / | 5.2µM* | -1.9% | 2.1µM* | 1.4µM* | 24% | i | i
O=[N+]([O-])c1[nH]cnc1Br
  -0.1 | / | 4% | 0.2% | 29% | -2% | -2% | i | i
CN(c1ccc(OCC(=O)N2CCN(C/C=C/c3ccccc3)CC2)cc1)S(=O)(=O)c1cccs1
  1.7 | -4% | 12% | 2.1% | ? | -22% | -26% | i | i

# Screening data: PubChem BioAssay, National Center for Advancing Translational Sciences (NCATS)
